L3MBTL1 inh – inhibitors of human L3MBTL1; Q9Y468; AlphaScreen L3MBTL1–H3K9me1 peptide binding; Potency, µM (top dose mostly 57.1 µM), for the others: at the highest dose activity, negative = inhibition, actives largely listed as inhibitors; 230,000 tested, 0.66% active; AID 485360; also: nearly all actives have a fitted effect of over 60% in size
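AlphaScreen proximity signal between nickel-chelate acceptor and streptavidin donor beads (final 10 ug/mL) reports binding of 50 nM L3MBTL1 to 75 nM biotin-H3 K9me1 peptide; complex incubated with compounds 30 min at room temperature; cefsulodin titration as control.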
JMJD2E inh – inhibitors of human JMJD2E histone demethylase; Potency, µM (highest dose often 57.1 µM), for inactives: top-dose activity change, negative = inhibition, usual class: inhibitors; 230,000 tested, 1.6% active; B2RXH2; JMJD2E catalytic domain, FDH-coupled NADH fluorescence (FDH is formaldehyde dehydrogenase); active = well fitted inhibition curve with a large enough effect, not every such curve was filed as active; inconclusive = small, poorly fitted or top-dose-only effect, or another doubt; inactive = no such curve, though single readings can be large or run the other way;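 also: 0% = wells with enzyme and -100% = buffer wells without enzyme; nearly all actives have a fitted effect of over 50% in size; many of its hits are not listed in these tables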
TRb-SRC2 inh – inhibitors of human thyroid hormone receptor beta-SRC2 interaction. TRbeta-SRC2 peptide binding, fluorescence polarization; receptor liganded with 1 µM T3. Potency, µM (doses to about 106 µM), for inactives: top-dose activity change, negative = inhibition, most hits filed as inhibitors. 280,000 tested, 0.065% active;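 also: plate controls were bound peptide for no effect and peptide without receptor for full effect; nearly all actives have a fitted effect of over 50% in size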
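Human TRb LBD (0.6 uM) plus Texas Red-labeled SRC2 peptide (20 nM), 1uM T3, 5% DMSO, 5 hr at ambient temperature. Decreased polarization (555/632 nm) flags inhibition; data normalized to free and bound peptide controls.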
TexasRed fluor – Texas Red fluorescence interference in TRb-SRC2 counter-screen | TRb/SRC2 Texas Red total fluorescence interference | Potency, µM (top dose mostly 106 µM), for inactives: top-dose fluorescence change, negative = quenching | 280,000 tested, 0.29% active; active = well fitted curve in either direction with a large enough effect; inconclusive = small, poorly fitted or top-dose-only effect
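Human TRβ ligand-binding domain (0.6 uM) and Texas Red SRC2 peptide (20 nM) in Tris buffer with 1 uM T3 and 5% DMSO were incubated with pinned compound for 5 hr at ambient temperature. Total fluorescence was computed as S + 2P (555/632 nm).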
Tau fibril FP – tau fibrillization inhibition (FP) | P10636 | K18 P301L tau heparin fibrillization, Alexa594 FP, 6 h | Potency, µM (series often up to 57.7 µM), for inactives: at the top dose activity, negative = inhibition, usual class: inhibitors | 280,000 tested, 0.39% active | AID 1468; also: nearly all actives have a fitted effect of over 55% in size
Target sequence (P10636 561-689 P618L limits assumed): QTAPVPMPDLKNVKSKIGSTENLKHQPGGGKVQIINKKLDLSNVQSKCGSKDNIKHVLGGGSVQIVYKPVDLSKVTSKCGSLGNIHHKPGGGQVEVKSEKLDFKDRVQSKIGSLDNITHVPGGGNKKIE
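Steps: dispense K18 P301L tau (15 uM plus 0.24 uM Alexa 594 tracer, final) in pH 7 sodium acetate; add compound; add heparin (20 uM final); incubate 6 hr, 37 C; add ThT (30 uM final); after 1 hr ambient, read FP.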
GoLoco inh red – inhibitors of human Gai1-RGS12 GoLoco interaction (red fluorophore); P63096; Gai1:RGS12 GoLoco peptide FP, rhodamine, 10 min; Potency, µM (series often up to 61.6 µM), for inactives: at the highest dose activity, negative = inhibition, hits mostly inhibitors; 230,000 tested, 0.44% active; AID 880; active = well fitted inhibition curve with a large enough effect, not every such curve was filed as active; inactive = no such curve, though single readings can be large or run the other way; also: nearly all actives have a fitted effect of over 30% in size; many of its hits are not listed in these tables
RECQ1 helicase – blocks DNA unwinding by human RECQ1; P46063; RECQ1 DNA unwinding, red fluorescence kinetic read; 240,000 tested, 0.54% active; Potency, µM (series often up to 57.3 µM), for inactives: at the top dose activity, negative = inhibition, hits mostly inhibitors; AID 2549;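 also: plate controls were vehicle for no effect and no enzyme for full effect; nearly all actives have a fitted effect of over 30% in size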
Target sequence (P46063 whole entry, looked up): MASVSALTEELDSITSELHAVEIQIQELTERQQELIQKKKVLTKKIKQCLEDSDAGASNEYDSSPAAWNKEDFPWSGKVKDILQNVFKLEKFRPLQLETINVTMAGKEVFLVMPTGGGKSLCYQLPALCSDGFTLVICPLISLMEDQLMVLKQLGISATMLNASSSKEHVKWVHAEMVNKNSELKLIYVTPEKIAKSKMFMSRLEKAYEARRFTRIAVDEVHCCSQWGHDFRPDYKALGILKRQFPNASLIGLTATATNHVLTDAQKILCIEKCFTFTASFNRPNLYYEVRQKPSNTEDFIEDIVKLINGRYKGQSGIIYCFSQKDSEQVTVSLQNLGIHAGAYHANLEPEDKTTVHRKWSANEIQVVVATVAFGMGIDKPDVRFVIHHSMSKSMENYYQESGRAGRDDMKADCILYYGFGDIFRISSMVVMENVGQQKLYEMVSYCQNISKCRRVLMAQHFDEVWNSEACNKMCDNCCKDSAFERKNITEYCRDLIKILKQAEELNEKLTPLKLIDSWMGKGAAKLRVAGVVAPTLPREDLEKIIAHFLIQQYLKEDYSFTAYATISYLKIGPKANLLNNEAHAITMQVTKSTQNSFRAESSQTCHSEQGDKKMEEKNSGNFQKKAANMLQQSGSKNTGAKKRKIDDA
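RECQ1T1 50 nM; forked duplex (20 bp + 30-nt ss tails) 200 nM, ATP 2 mM final; pH 8.0, 2 mM MgCl2, 2.5 ug/ml poly(dI-dC); 15 min compound preincubation; discontinuous kinetic read over 2 h at RT.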
Tau fibril ThT – inhibitors of human tau fibril formation, thioflavin T binding | P10636 | recombinant tau K18 P301L (four-repeat tau fragment), heparin-induced fibrillization, ThT fluorescence | Potency, µM (series often up to 57.4 µM), inactives show top-dose activity, negative = inhibition, most hits filed as inhibitors | 270,000 tested, 2.1% active; also: nearly all actives have a fitted effect of over 55% in size
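Heparin-induced fibrillization of the P301L-mutant K18 repeat-domain fragment of human tau was followed by ThT binding in quantitative high-throughput format.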
The depositor's hits bear a star; i = inactive; ? = inconclusive; / = not tested or not shown; [ ] = remark or other dose. Unless noted, calls follow the shape of the dose curve; as a rule, active = well fitted curve in the direction sought with a large enough effect; inconclusive = small, poorly fitted or top-dose-only effect, or another doubt; inactive = no such curve, though single readings can be large; an effect the other way counts as inactive or inconclusive. Unless noted, % is scaled to controls: 0 for no effect and ±100 for the full control effect; potency is read from the fitted curve at half-maximal effect.

SMILES	L3MBTL1 inh	JMJD2E inh	TRb-SRC2 inh	TexasRed fluor	Tau fibril FP	GoLoco inh red	RECQ1 helicase	Tau fibril ThT
Cc1ccc(-c2cc3nn(-c4ccccc4)c(N)c3c(=O)o2)cc1	5.6%	?	7.4%	2.2%	-6.8%	6.7%	i	?
CC(Sc1nc(N2CCOCC2)nc(N2CCOCC2)n1)C(=O)Nc1ccccc1 (centres undefined)	-12.1%	-1.4%	7.8%	1.9%	-9.3%	-8.0%	-2.7%	-14.2%
COc1ccc(-c2cc(C(=O)Nc3cccnc3Cl)no2)cc1OC	/	/	-5.8%	8.3%	-5.0%	/	/	?
CCOc1ccc(C(=O)NCC(C)C)cc1	/	-0.8%	-10.1%	-0.2%	4.0%	-4.5%	-4.1%	7.0%
Cc1cccc(N2CCN(C(=S)NCCc3ccccc3)CC2)c1C	-7.0%	-2.6%	-8.7%	-1.0%	-4.7%	-10.4%	3.9%	-6.4%
CCOc1ccc(-c2cc3nc(C4CCN(C(=O)OC(C)(C)C)CC4)c(C(=O)Nc4ccc(C)cc4Cl)cn3n2)cc1	/	/	0.3%	-1.1%	7.0%	/	/	-12.2%
COC(=O)[C@@]1(Cc2ccc(F)cc2)[C@H]2c3cc(C(=O)N(C)C)n(Cc4ccc(C)o4)c3C[C@H]2CN1C(=O)c1ccccc1	/	-16.2%	-13.6%	0.8%	-7.6%	-31.7%	i	?
CCOC(=O)CCSc1nc2c(c(C(F)(F)F)c1C#N)CCC2	/	?	-2.9%	-1.2%	0.9%	-6.4%	-10.5%	-10.3%
CN(Cc1ccon1)Cc1cn(Cc2ccccc2)nc1-c1ccc2c(c1)OCO2	0.4%	0.9%	-6.8%	-3.2%	-6.4%	-0.8%	i	-6.7%
O=C(CSc1nc2ccccc2s1)Nc1cc(S(=O)(=O)N2CCOCC2)ccc1Cl	-6.6%	-3.9%	-7.7%	?	1.0%	52.3%[activator]	-7.7%	-10.0%
CC1(C)Cc2nc3sc4c(SCC(=O)NCc5ccco5)ncnc4c3cc2CO1	/	?	4.4%	-9.0%	?	19.0%	13.9%	?
Cc1nnc(NC(=O)CSc2n[nH]c(-c3ccccc3)n2)s1	-0.1%	-2.5%	3.1%	-1.3%	6.8%	14.4%	i	-8.6%
CCOC(=O)c1c(C)[nH]c(C(=O)COC(=O)C2(C)CC2(Cl)Cl)c1C (centres undefined)	/	-6.4%	-15.5%	2.5%	-2.3%	8.0%	-1.6%	-23.6%
Cc1cccc(OCC(=O)N/N=C2/SCC(=O)N2Cc2ccco2)c1	-6.3%	-19.6%	-10.6%	-3.0%	-1.4%	13.1%	i	-3.1%
N#C/C(=C/c1ccc(C(=O)O)cc1)C(=O)Nc1ccccc1	/	-18.4%	-7.9%	-6.0%	-1.6%	2.5%	-2.9%	-6.6%
CCCN(C(=O)Cc1nc(N)n[nH]1)C1(C(=O)Nc2c(C)cccc2C)CCCCC1	1.3%[11.4 µM]	4.0%	-3.7%	-0.7%	2.2%	-2.4%	5.5%	-7.8%
C=CCN(c1ccc(C(=O)Nc2cc(C)cc(C)c2)cc1)S(C)(=O)=O	1.7%	2.5%	-1.8%	1.3%	1.2%	-1.5%	-0.3%	5.3%
CCN(CC)C(=O)c1cc([N+](=O)[O-])cc2c1-c1ccc([N+](=O)[O-])cc1C2=C(C#N)C#N	-28.2%	?	-7.0%	-5.3%	?	-38.1%	-9.1%	31.6µM*
COc1ccc(N(Cc2cccs2)C(=O)c2ccc(OC)c(Cl)c2)cc1	/	/	-7.7%	2.6%	3.7%	/	/	-15.1%
CCc1ccc(NC2Nc3cc(C)nn3S2)cc1 (centres undefined)	-8.1%	-1.7%	-1.4%	2.7%	1.8%	-0.6%	i	0.7%
O=C1C2C3C=CC(CC3)C2C(=O)N1c1ccc2c(c1)OCO2 (centres undefined)	-9.5%	9.4%	-9.3%	-0.9%	-1.6%	-8.7%	1.5%	-5.1%
NC(=O)c1c(N)sc2c1CCCC2	0.0%	?	3.8%	-5.1%	?	-13.5%	13.5%	22.4µM*
CCNC(=S)N1CCN(C(=O)c2ccco2)CC1	3.0%	11.7%	-4.5%	0.0%	-4.7%	0.4%	-9.8%	-7.2%
Cc1nc(-c2ccc(C)c(S(=O)(=O)N3CCC(C(=O)Nc4ccc(Cl)cc4)CC3)c2)no1	/	/	1.2%	1.4%	2.6%	/	/	1.4%
COc1ccc(C2=[N+]([O-])C(C)(C)N(O)C2(C)C)cc1	5.5%	-0.3%	-12.8%	-0.4%	7.1%	0.9%	-0.8%	4.2%
COCCCNS(=O)(=O)c1ccc(S(=O)(=O)N2CCCC2)cc1	/	1.0%	-13.8%	-1.4%	0.6%	12.9%	i	0.4%
CC(=O)NC1=C(N(C)C2CCS(=O)(=O)C2)C(=O)c2ccccc2C1=O (centres undefined)	-18.0%	4.1%	1.2%	3.8%	?	2.4%	-5.8%	25.1µM*
O=C(NCCCCc1ccccc1)C1CC(c2ccc(C(F)(F)F)cc2)=NO1 (centres undefined)	/	9.9%	11.3%	-3.9%	-2.5%	12.3%	i	1.7%
O=C(CO)N/N=C/c1cccc(Cl)c1Cl	4.5%	8.4%	-3.0%	-0.1%	-1.3%	10.3%	-0.6%	0.4%
C/C(CC(=O)Nc1ccc(Cl)c(Cl)c1)=N\NC(=O)C(=O)N1CCCCC1	2.4%	25.7%	-9.9%	-0.4%	-6.4%	8.8%	-20.6%	-5.6%
O=C(Nc1nc(-c2ccccn2)cs1)c1ccco1	/	?	-4.6%	-10.3%	0.6%	22.2%	i	?
C/C(N)=C(/C#N)C(=O)COC(=O)CCCNC(=O)c1ccc(Cl)cc1	/	0.6%	5.3%	0.0%	1.4%	-7.1%	-3.8%	-6.3%
CC(=O)c1cccc(NC(=O)C2CCN(S(=O)(=O)c3ccc(F)cc3)CC2)c1	-6.3%	-0.6%	-5.9%	-4.5%	-4.5%	-2.1%	-10.1%	2.9%
COc1cc2[nH]c3c(=O)n(CCN(C(C)C)C(C)C)cnc3c2cc1OC	/	?	-7.9%	-1.1%	-2.0%	7.6%	-3.0%	-15.3%
CCC(Sc1nc(C)cc(=O)[nH]1)C(=O)Nc1nnc(C)s1 (centres undefined)	11.5%	-3.5%	-4.4%	-1.1%	-0.6%	3.5%	-12.5%	-4.7%
CCC1(c2cccc(Cl)c2)NC(=O)N(Cc2cc(C(=O)OC)c(C)o2)C1=O (centres undefined)	/	-6.6%	10.3%	3.5%	5.9%	21.7%	-8.2%	?
COc1ccccc1-c1nc(SCC(=O)c2ccccc2)n[nH]1	/	/	4.5%	4.8%	-16.5%	/	/	-2.8%
O=C(NCc1ccc2c(c1)OCO2)c1ccncc1	4.4%	1.4%	-7.2%	-0.4%	2.6%	3.1%	-8.6%	4.5%
COc1cc(C(=O)NC(=S)N(C)Cc2ccccc2)cc(OC)c1OC	-1.0%[11.4 µM]	-2.3%	-6.7%	1.3%	0.8%	0.1%	i	-1.4%
O=C(c1ccco1)N1CCN(CCCCOc2ccc(F)cc2)CC1	-3.7%	-6.7%	2.2%	1.1%	1.8%	-1.1%	-0.1%	-3.7%

7 compounds from above, ordered by SMILES length, low to high.
SMILES	L3MBTL1 inh	JMJD2E inh	TRb-SRC2 inh	TexasRed fluor	Tau fibril FP	GoLoco inh red	RECQ1 helicase	Tau fibril ThT
CCNC(=S)N1CCN(C(=O)c2ccco2)CC1	3.0%	11.7%	-4.5%	0.0%	-4.7%	0.4%	-9.8%	-7.2%
O=C(Nc1nc(-c2ccccn2)cs1)c1ccco1	/	?	-4.6%	-10.3%	0.6%	22.2%	i	?
O=C(c1ccco1)N1CCN(CCCCOc2ccc(F)cc2)CC1	-3.7%	-6.7%	2.2%	1.1%	1.8%	-1.1%	-0.1%	-3.7%
COCCCNS(=O)(=O)c1ccc(S(=O)(=O)N2CCCC2)cc1	/	1.0%	-13.8%	-1.4%	0.6%	12.9%	i	0.4%
COc1cc(C(=O)NC(=S)N(C)Cc2ccccc2)cc(OC)c1OC	-1.0%[11.4 µM]	-2.3%	-6.7%	1.3%	0.8%	0.1%	i	-1.4%
O=C(NCCCCc1ccccc1)C1CC(c2ccc(C(F)(F)F)cc2)=NO1 (centres undefined)	/	9.9%	11.3%	-3.9%	-2.5%	12.3%	i	1.7%
C/C(N)=C(/C#N)C(=O)COC(=O)CCCNC(=O)c1ccc(Cl)cc1	/	0.6%	5.3%	0.0%	1.4%	-7.1%	-3.8%	-6.3%

Later entries
SMILES	L3MBTL1 inh	JMJD2E inh	TRb-SRC2 inh	TexasRed fluor	Tau fibril FP	GoLoco inh red	RECQ1 helicase	Tau fibril ThT
Oc1ccc(CNc2ccccc2F)c2cccnc12	8.91µM*	7.94µM*	3.7%	-1.2%	6.0%	4.3%	i	?
Cc1ccc(C)c(C(=O)OCC(=O)Nc2ccc(N3CCOCC3)cc2)c1	?	-2.6%	5.0%	-2.7%	0.5%	-28.2%	-8.5%	?
Cc1ccc(Cn2c(CN3CCC(C(=O)NCCc4ccccc4)CC3)cc3ccccc32)cc1	/	/	1.7%	0.7%	8.2%	/	/	-3.0%
SC(COCc1ccccc1)CN1CCN(Cc2ccc3c(c2)OCO3)CC1 (centres undefined)	-24.2%	0.4%	2.1%	0.0%	-2.4%	/	5.1%	?
CN(C)c1ccc(C2/C(=C(/O)c3ccccc3)C(=O)C(=O)N2CCCC(=O)O)cc1 (centres undefined)	/	-26.7%	-7.2%	-3.9%	-8.0%	-14.7%	i	-1.7%
BrC(=C\c1ccccc1)/C=N/Nc1nc2ccccc2[nH]1	-11.3%	3.4%	5.4%	-0.7%	-8.9%	10.7%	5.4%	25.1µM*
COc1ccc(-c2nc3scc(CCNS(=O)(=O)c4c(C)noc4C)n3n2)cc1OC	/	/	-3.0%	-3.2%	0.8%	/	/	-10.8%

From PubChem

A portion of the library (hit frequency here may not be typical).
